CendR NRP1 mod = alters CendR peptide binding to human NRP-1 | FAM-RPARPAR peptide binding to NRP-1, fluorescence polarization | inhibition, % at 25 µM | hit rate 0.85% among 360,000 | AID 602438;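 active = inhibition or corrected inhibition above about 18%, plus a signal ratio from 0.5 to 1.5, limit read from the data, passing the limit was not always enough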; note: strong numbers were not always called active
DNMT1 block = DNMT1 (human) enzyme inhibition | hit rate 0.83% among 360,000 | P26358 | DNMT1 molecular beacon, Hinp1I cleavage, fluorescence | inhibition (reported as % activation of signal), % at 10 µM; in the data active = inhibition above about 50%
SUMO1-SIM PPI = alters human SUMO1 binding to SIM partners; P63165; SUMO1 binding to a labelled peptide, TR-FRET, 1 h; hit rate 0.33% among 360,000; inhibition, % at 20 µM; in the data active = inhibition above about 37%
SKN-1 inh = C. elegans SKN-1 inhibition | AID 624304 | C. elegans VP596 Pgst-4::GFP/RFP ratio, acrylamide-induced, 24 h | inhibition, % at 21.8 µM | hit rate 0.49% among 360,000;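 active = interference check ratio from 0.5 to 1.5 plus GFP to RFP signal ratio inhibition reaching or exceeding a fixed threshold, cut at about 30% in these data, passing the limit was not always enough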; note: some compounds called inactive have numbers as strong as hits
Scp-1 inhibitor = blocks human Scp-1 phosphatase activity | hit rate 0.88% among 340,000 | AID 493091 | inhibition, % at 20 µM | Q9GZU7 | Recombinant Scp1, phosphopeptide, malachite green phosphate absorbance;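 active = inhibition above about 50% at 20 µM, limit read from the data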;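 note: plate controls were DMSO wells with enzyme for no effect and wells lacking enzyme for full effect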
Target sequence (Q9GZU7 76-261 limits assumed): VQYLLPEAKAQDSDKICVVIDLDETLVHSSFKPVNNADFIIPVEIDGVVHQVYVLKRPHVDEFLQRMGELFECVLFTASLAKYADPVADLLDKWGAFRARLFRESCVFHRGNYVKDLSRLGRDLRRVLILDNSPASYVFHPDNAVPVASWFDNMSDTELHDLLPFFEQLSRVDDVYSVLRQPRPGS
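Test system: SCP-1 phosphatase catalytic domain, residues 76-261 | Compound dosing: One concentration, 20 µM, with 1.0% DMSO | Schedule: 45 min room-temperature reaction, 5 min colour, 30 min stabiliser | Detection: Absorbance at 630 nm | Read-out basis: % inhibition of SCP-1 phosphate liberation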
MT1-MMP act inh = MT1-MMP (human) activation inhibition; P50281; HT1080 RFP-PRO-GFP cells, GFP/RFP ratio fluorescence, overnight; percent of plate control window, DMSO zero; AID 651647; GFP/RFP ratio change, % at 20 µM; hit rate 0.061% among 360,000;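 active = GFP/RFP ratio change of at least 30% with cell ATP level not reduced by more than half and red fluorescence within 50% of control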; note: strong numbers were not always called active
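Compound: 20 µM single dose, 1% DMSO / System: HT1080 RFP-PRO-GFP cells / Controls: DMSO and RFP-L50D-GFP cell wells / Read-out basis: GFP/RFP fluorescence ratio / Schedule: overnight compound exposure at 37 °C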
LMPTP block = blocks human LMPTP phosphatase. P24666. recombinant LMPTP-A, OMFP fluorogenic substrate, fluorescence intensity. inhibition, % at 20 µM. hit rate 0.22% among 360,000;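 active = compounds that cut the enzyme signal by at least half of the control window in the single-dose screen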;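 note: plate controls were DMSO wells with enzyme plus substrate for no effect and substrate without enzyme for full effect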
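Test system: LMPTP-A phosphatase enzyme; input: 0.625 nM LMPTP-A final; reagent: OMFP substrate, 400 µM final; compound dosing: 20 µM single dose, 3% DMSO; incubation: 50 min dark incubation at room temperature; measured by: endpoint fluorescence intensity from OMFP dephosphorylation; measure: % inhibition relative to no-enzyme and uninhibited control wells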
Rpn11 inh = blocks the human proteasome subunit Rpn11; O00487; human 26S proteasome, Ub4-pepOG fluorescence polarization; 20S core pre-blocked with epoxomicin; calls only at 20 µM; hit rate 0.59% among 360,000;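 active = inhibition at 20 µM, scaled to each plate's controls, above about 33%, limit read from the data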
Target sequence (O00487 whole entry, looked up): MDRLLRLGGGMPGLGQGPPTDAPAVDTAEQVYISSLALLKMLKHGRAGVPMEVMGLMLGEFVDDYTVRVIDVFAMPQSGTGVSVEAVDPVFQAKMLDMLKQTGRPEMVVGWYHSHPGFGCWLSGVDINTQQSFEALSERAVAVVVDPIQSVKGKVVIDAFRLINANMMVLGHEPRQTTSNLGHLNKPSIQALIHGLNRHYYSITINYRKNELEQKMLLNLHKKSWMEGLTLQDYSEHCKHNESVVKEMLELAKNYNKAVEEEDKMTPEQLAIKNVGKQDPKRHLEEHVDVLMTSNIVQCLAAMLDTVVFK
STEP block = blocks human striatal-enriched tyrosine phosphatase; recombinant STEP, OMFP fluorogenic substrate, fluorescence; inhibition, % at 20 µM; hit rate 0.25% among 360,000;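 active = inhibition at 20 µM, scaled per plate between control wells, above about 37%, limit read from the data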;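 note: 0% = DMSO with enzyme and substrate and 100% = substrate only without enzyme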
Target sequence (P54829 whole entry, looked up): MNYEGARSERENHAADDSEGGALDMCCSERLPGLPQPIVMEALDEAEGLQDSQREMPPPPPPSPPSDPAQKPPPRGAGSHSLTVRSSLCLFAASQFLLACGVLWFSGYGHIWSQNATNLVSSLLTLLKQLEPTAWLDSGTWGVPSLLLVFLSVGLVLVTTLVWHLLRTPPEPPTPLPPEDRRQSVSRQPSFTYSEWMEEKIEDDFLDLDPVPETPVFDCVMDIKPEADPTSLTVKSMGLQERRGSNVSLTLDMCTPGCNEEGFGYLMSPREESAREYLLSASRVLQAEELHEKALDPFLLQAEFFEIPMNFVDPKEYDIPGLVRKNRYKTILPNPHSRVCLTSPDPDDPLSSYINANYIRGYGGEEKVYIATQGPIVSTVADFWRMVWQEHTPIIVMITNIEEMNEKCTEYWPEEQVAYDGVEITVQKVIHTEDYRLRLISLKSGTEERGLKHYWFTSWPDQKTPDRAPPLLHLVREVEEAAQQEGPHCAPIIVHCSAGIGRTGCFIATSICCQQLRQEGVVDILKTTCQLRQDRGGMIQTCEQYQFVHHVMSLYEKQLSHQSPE
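Also added – OMFP at 25 µM · Test system – STEP tyrosine phosphatase · Technique – FITC-channel fluorescence of OMFP product · Schedule – 20 min at room temperature, dark · Evaluation – control-normalized % inhibition with plate pattern correction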
NadD inh = blocks S. aureus nicotinate mononucleotide adenylyltransferase; purified NadD enzyme, colorimetric absorbance read-out; hit rate 0.78% among 360,000; inhibition, % at 20 µM; in the data active = inhibition above about 26%; note: some compounds past the cut are filed as inactive
* hit, by the source's call; i = inactive; x = no result given.

SMILES | CendR NRP1 mod | DNMT1 block | SUMO1-SIM PPI | SKN-1 inh | Scp-1 inhibitor | MT1-MMP act inh | LMPTP block | Rpn11 inh | STEP block | NadD inh
NC(=O)c1ccc(Oc2ccc(Cl)c3ccccc23)c([N+](=O)[O-])c1 | -21 | 5 | -4 | 14 | -8 | -2 | 3.3 | i | -2 | -6
Cc1nn(-c2ccccc2C(=O)O)c(=O)c2ccccc12 | 2 | 5 | 0 | 3 | 2 | -2 | -0.7 | i | -4 | 0
Cc1nc2ccc(S(=O)(=O)NC(C(=O)NCc3ccco3)C(C)C)cc2s1 (stereo not given) | 16 | -3 | 4 | 12 | -9 | -1 | -0.6 | i | 1 | 1
CCC1Oc2ccccc2N(CC(=O)NCCCN2CCN(CC)CC2)C1=O (stereo not given) | 21 | -2 | 2 | 18 | -5 | 1 | -3.8 | i | 0 | 2
CCOC(=O)Cn1c(C(=O)OCC)cc2sccc21 | 16 | 2 | 3 | -1 | -6 | -2 | 0.4 | i | 0 | 1
O=C(NCc1ccccc1)C1(C(F)(F)F)C/C(=C\CCO)CCCO1 (stereo not given) | 6 | 0 | -1 | 14 | -4 | -2 | -0.7 | i | -1 | -9
Cc1cccc(C(=O)Nc2scc(-c3ccc(Br)cc3)c2C(=O)O)c1 | -33 | 6 | 25 | 1 | 0 | 0 | -0.2 | i | -2 | -3
COC(=O)c1sc(S(=O)(=O)N2CCN(c3ccccc3)CC2)c(C(=O)OC)c1C | 4 | -5 | 5 | -16 | -10 | 0 | 3.2 | i | 2 | -6
O=C(Nc1ccc(Cl)cc1Cl)Nn1cnnc1 | 0 | 2 | 1 | 11 | -6 | -2 | 0.0 | i | -2 | -5
Cc1cc(NC(=O)COC(=O)c2ccc(S(=O)(=O)N3CCCc4ccccc43)cc2)no1 | -4 | -3 | -3 | 13 | -7 | -7 | 0.8 | i | 1 | -7
CCc1cc(=O)oc2c(C)c(OCC(=O)NCCCN3CCCC3=O)ccc12 | 6 | 2 | -3 | 10 | 0 | 1 | 0.7 | i | 0 | -3
O=C(NCc1cccc(F)c1)C1CCN(C(=O)c2sccc2-n2cccc2)CC1 | 2 | -2 | 3 | -5 | -10 | -2 | -2.4 | i | -2 | 5
CN(C)C(=O)C1OC(C)(C)OC1C(=O)N(C)C (stereo not given) | -6 | 4 | 1 | -9 | -12 | 14 | -0.7 | i | 1 | -1
Cc1cc(C)cc(C(=O)OCC(=O)Nc2cccc(S(=O)(=O)NC3=NCCCCC3)c2)c1 | 3 | 7 | 3 | 6 | 7 | 0 | -1.3 | i | -8 | 3
COc1cccc2cc(-c3nnc(SCC(=O)Nc4nc(C)cs4)n3C)oc12 | -5 | 1 | 0 | -11 | 0 | -4 | -0.2 | i | 0 | 0
O=c1c2cc(NC(=S)NCc3cccnc3)ccc2nc2n1CCCCC2 | -1 | -1 | -3 | -12 | -7 | 4 | 0.4 | i | 1 | -5
CC1CCN(S(=O)(=O)c2ccc3ncn(CC(=O)N(C)Cc4ccccc4)c(=O)c3c2)CC1 | -2 | 1 | 4 | -3 | 8 | 5 | -2.0 | i | 2 | 4
CC(=O)c1cccc(NC(=O)CN2CCc3cc4c(cc3C2)OCCCO4)c1 | 4 | -28 | -7 | -29 | 1 | -3 | 1.1 | i | -3 | 5
COc1cc2cc(CCOC(=O)CCCC(=O)O)oc(=O)c2cc1OC | -2 | 0 | 5 | 0 | 0 | 2 | -0.1 | i | 1 | -2
CCN(CC)S(=O)(=O)c1cccc(NC(=O)CN(C)Cc2cccc(OC)c2)c1 | 9 | 1 | 2 | 0 | -1 | 0 | -2.4 | i | 1 | 0
Cc1nc(NC(=O)c2ccco2)sc1-c1csc(Nc2ccc(Cl)cc2Cl)n1 | -9 | 63* | 12 | 8 | -11 | 5 | 2.7 | i | 0 | 53*
COc1ccc(S(=O)(=O)NCC2CCC(C(=O)NCc3ccco3)CC2)cc1 (stereo not given) | 6 | 5 | 0 | -31 | -7 | x | -1.0 | i | -5 | -6
CCOC(=O)C(C(=O)Nc1nccs1)C1CCCCC1 (stereo not given) | 0 | 2 | 0 | 3 | 3 | 4 | -0.3 | i | -4 | 3
O=C(CCN1C(=O)c2ccccc2C1=O)C1=NN[C@@H]2C(=O)N(c3ccc4c(c3)OCO4)C(=O)[C@H]12 | -10 | 1 | -14 | -3 | -10 | -2 | -0.8 | i | 3 | 4
Nc1nc2nonc2nc1N1CCCCC1 | -11 | 5 | -12 | 0 | 2 | -3 | -0.6 | i | -1 | 2

5 records drawn at random from those above:
SMILES | CendR NRP1 mod | DNMT1 block | SUMO1-SIM PPI | SKN-1 inh | Scp-1 inhibitor | MT1-MMP act inh | LMPTP block | Rpn11 inh | STEP block | NadD inh
Cc1cccc(C(=O)Nc2scc(-c3ccc(Br)cc3)c2C(=O)O)c1 | -33 | 6 | 25 | 1 | 0 | 0 | -0.2 | i | -2 | -3
Cc1cc(C)cc(C(=O)OCC(=O)Nc2cccc(S(=O)(=O)NC3=NCCCCC3)c2)c1 | 3 | 7 | 3 | 6 | 7 | 0 | -1.3 | i | -8 | 3
COc1ccc(S(=O)(=O)NCC2CCC(C(=O)NCc3ccco3)CC2)cc1 (stereo not given) | 6 | 5 | 0 | -31 | -7 | x | -1.0 | i | -5 | -6
CCC1Oc2ccccc2N(CC(=O)NCCCN2CCN(CC)CC2)C1=O (stereo not given) | 21 | -2 | 2 | 18 | -5 | 1 | -3.8 | i | 0 | 2
CCOC(=O)C(C(=O)Nc1nccs1)C1CCCCC1 (stereo not given) | 0 | 2 | 0 | 3 | 3 | 4 | -0.3 | i | -4 | 3

The list goes on:
SMILES | CendR NRP1 mod | DNMT1 block | SUMO1-SIM PPI | SKN-1 inh | Scp-1 inhibitor | MT1-MMP act inh | LMPTP block | Rpn11 inh | STEP block | NadD inh
CCOC(=O)c1c(CN(CC)CC)oc2cc(Br)c(O)cc12 | -2 | 1 | 3 | -8 | 0 | 7 | -17 | i | -2 | -2
Cc1cccc(N=C2NC(=O)CS2)c1 | -2 | -1 | -2 | -1 | -2 | 6 | 0.4 | i | -3 | 7
CCn1nc([N+](=O)[O-])c2c(-c3nc4ccccc4o3)c(N)n(CCCOC)c2c1=O | -4 | 35 | 18 | -1 | 85* | 2 | 23 | i | 10 | -8
CC(=O)c1cc(N2CCC(C(=O)O)CC2)ccc1[N+](=O)[O-] | -9 | 1 | -18 | 2 | -4 | 4 | 0.7 | i | 0 | -1
O=C(CNC(=O)c1ccccc1)NCCc1nc2ccccc2[nH]1 | 1 | 1 | -2 | -9 | -10 | 2 | -1.1 | i | 0 | -6
COc1ccc(CCNc2ccncn2)cc1OC | -8 | 4 | -5 | 3 | -4 | -4 | -0.7 | i | -10 | -6
O=C(Cn1nnc(-c2ccccc2F)n1)N1CCCCC1 | 4 | 2 | 2 | -5 | -10 | -3 | -1.4 | i | -2 | 0
CCCCOC(=O)Nc1nnc(C(C)C)s1 | 4 | -1 | -1 | 2 | 1 | 0 | 1.4 | i | -2 | -3
CC(OC(=O)Cc1c[nH]c2ccccc12)C(=O)Nc1ccc(S(N)(=O)=O)cc1 (stereo not given) | -5 | -3 | 0 | 17 | -14 | 2 | -0.2 | i | -1 | 0
Cc1oc(-c2ccccc2)cc1C(=O)Nc1ccccc1 | 11 | 1 | -1 | 4 | -12 | -1 | 0.3 | i | -2 | -7
CCOC(=O)c1ccc(NS(=O)(=O)c2ccc3[nH]c(=O)[nH]c3c2)cc1 | 2 | -7 | 11 | -11 | -6 | 4 | 0.7 | i | -16 | -2
COc1cccc(/C=C/C(=O)OCC(=O)NCCNC(=O)COC(=O)/C=C/c2cccc(OC)c2)c1 | -7 | 2 | -11 | 2 | -6 | 8 | 0.9 | i | 1 | -8
CCOC(=O)N1CCN(C(=O)c2ccc(NS(=O)(=O)c3ccc(F)cc3)cc2)CC1 | 5 | 1 | 5 | 11 | -8 | 3 | -1.3 | i | 0 | -1
CC(OC(=O)c1cccc(S(=O)(=O)Nc2cccc(C(F)(F)F)c2)c1)C(=O)Nc1ccc2c(c1)OCCO2 (stereo not given) | 31* | -17 | 7 | 0 | -10 | 5 | 3.4 | i | 61* | 5
CC1Sc2ccc(S(=O)(=O)CCC(=O)NCc3cccs3)cc2NC1=O (stereo not given) | -1 | 1 | -2 | 0 | -9 | 2 | -0.3 | i | 0 | -4
CCn1c(SCC(=O)Nc2nncs2)nnc1C(C)NC(=O)c1ccccc1Br (stereo not given) | 6 | 3 | -1 | 1 | 2 | -2 | -1.2 | i | 1 | -2
C(=C\c1ccco1)/c1ccc2ccccc2n1 | -57 | 80* | 9 | 12 | -7 | -21 | 57* | i | 5 | 44*
COc1cccc(C(=O)N2CCN(Cc3nc(CC4CC4)no3)CC2)c1 | 16 | 1 | -2 | -9 | -7 | 4 | -1.8 | i | -1 | -6
Cc1ccc(-c2nc(CSCC(=O)N3CCN(c4ccccn4)CC3)c(C)o2)cc1 | -2 | 0 | 1 | 10 | -4 | 4 | -0.8 | i | -1 | -3
CCCc1ccc(Oc2coc3cc(OCC(=O)Nc4ccccc4C)ccc3c2=O)cc1 | 8 | 8 | -1 | 0 | -17 | 2 | 0.3 | i | 2 | -1
Cc1nc(NC(=O)COc2ccccc2)sc1C(=O)Nc1ccccc1 | -9 | 0 | 0 | 5 | -2 | -1 | -0.3 | i | -1 | -2
Cc1ccc(SCc2c(C(=O)N/N=C/C3CC=CCC3)nnn2-c2nonc2N)cc1 (stereo not given) | 1 | 0 | 2 | 9 | -9 | -1 | 1.9 | i | 1 | 0
COc1cccc(-c2ncc3ccccc3c2COC(=O)CCC(=O)O)c1 | -1 | 9 | 2 | 21 | -6 | 0 | -0.8 | i | 2 | 0
CC1CN(C(=O)c2cc3ccccc3oc2=O)CC(C)O1 (stereo not given) | 0 | 1 | -2 | 6 | 2 | 3 | -0.3 | i | -1 | 2
COc1ccc(CNC(=O)COC(=O)/C=C/c2ccco2)cc1 | -2 | 6 | -4 | 4 | 17 | -1 | -1.2 | i | 5 | 19
COc1ccc(NC(=O)c2ccco2)cc1NC(=O)COc1ccccc1 | 16 | 0 | 6 | -10 | -11 | 4 | 1.3 | i | -1 | -2
COc1ccc(Cn2ccnc2SCC(=O)NC2CCCC2)cc1 | 6 | 0 | 5 | -4 | 1 | 2 | -1.2 | i | -2 | 1
COc1ccc(CCNS(=O)(=O)c2ccc(C3CNC(=O)C3)cc2)cc1OC (stereo not given) | 8 | -2 | 6 | 4 | -8 | 0 | -0.8 | i | -1 | -5
Cc1ccc(S(=O)(=O)NC(C)(C)CN2CCCCC2)cc1 | -10 | 4 | -3 | 4 | -1 | 1 | -0.2 | i | 2 | -3

Source: PubChem BioAssay (Sanford-Burnham Center for Chemical Genomics)
